# 3CLpro inhibitor = SARS-CoV 3CLpro protease inhibition. inhibition, % at 6 µM. 290,000 compounds, 0.14% hits. recombinant SARS-CoV 3CLpro, quenched FRET peptide cleavage; in the data active = inhibition above about 12%
# PrPC surface inh = reduces human prion protein on the cell surface; 370,000 compounds, 0.43% hits; cell surface PrPC, TR-FRET read-out; P04156; inhibition, % at 13.8 µM; in the data active = inhibition above about 24%; note: 0% = median of the test wells and 100% = reference compound wells
# Y pestis TopoI = blocks Yersinia pestis topoisomerase I activity; 360,000 compounds, 0.064% hits; activity, % at 10 µM; AID 504884; Y. pestis Topo-I cleavage product accumulation, plate reader; in the data active = activity above about 50%, passing the limit was not always enough; note: inactives centre near 2
# TcdB GH inh = inhibitors of Clostridioides difficile toxin B glycohydrolase; 350,000 compounds, 0.24% hits; TcdB glycohydrolase enzymatic assay, plate reader; inhibition, % at 9.99 µM; P18177; in the data active = inhibition above about 10%
# MazEF act = activators of E. coli MazEF toxin-antitoxin RNase; activation, % at 20 µM; 350,000 compounds, 0.32% hits; FAM/BHQ RNA-DNA oligo cleavage fluorescence, 5 h; P0AE70; AID 504720; in the data active = activation above about 50%
# Target sequence (P0AE70 whole entry, looked up): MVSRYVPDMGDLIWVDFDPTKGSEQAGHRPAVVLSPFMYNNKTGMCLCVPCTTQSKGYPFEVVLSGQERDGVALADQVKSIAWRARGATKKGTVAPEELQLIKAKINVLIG
# VHR inh abs = DUSP3 (human) phosphatase inhibition; P51452; recombinant VHR phosphatase, pNPP absorbance; inhibition, % at 13.3 µM; 290,000 compounds, 0.52% hits; in the data active = inhibition above about 50%; note: some compounds called inactive have numbers as strong as hits
# Target sequence (P51452 whole entry, looked up): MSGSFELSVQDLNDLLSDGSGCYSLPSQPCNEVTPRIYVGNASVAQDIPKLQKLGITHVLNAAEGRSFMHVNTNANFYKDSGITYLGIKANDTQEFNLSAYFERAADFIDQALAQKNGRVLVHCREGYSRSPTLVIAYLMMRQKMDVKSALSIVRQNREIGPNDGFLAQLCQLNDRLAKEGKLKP
# CCHF vOTU inh = CCHFV vOTU protease inhibition; inhibition, % at 11.5 µM; 370,000 compounds, 0.55% hits; Pep-AMC fluorescence; in the data active = inhibition above about 30%; note: 0% = vehicle wells with enzyme and 100% = no enzyme wells
# BH1578 lux ind = induces V. cholerae light production without autoinducers; V. cholerae BH1578 lux reporter, luminescence, 6 h; activation, % at 18.7 µM; 350,000 compounds, 0.16% hits; in the data active = activation mostly above about 9.7%, no sharp cut-off; note: not every result past the cut was called active; inactives centre near 0; reference of the scale not given here
# Rv3671c protease = Rv3671c (M. tuberculosis) protease inhibition | P9WHR9 | inhibition, % at 5.96 µM | 320,000 compounds, 0.048% hits | AID 2606; in the data active = inhibition above about 38%;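 note: extracellular domain of Rv3671c used as enzyme; 0% = enzyme with DMSO and 100% = no enzyme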
# Target sequence (P9WHR9 whole entry, looked up, the tested form may be a part): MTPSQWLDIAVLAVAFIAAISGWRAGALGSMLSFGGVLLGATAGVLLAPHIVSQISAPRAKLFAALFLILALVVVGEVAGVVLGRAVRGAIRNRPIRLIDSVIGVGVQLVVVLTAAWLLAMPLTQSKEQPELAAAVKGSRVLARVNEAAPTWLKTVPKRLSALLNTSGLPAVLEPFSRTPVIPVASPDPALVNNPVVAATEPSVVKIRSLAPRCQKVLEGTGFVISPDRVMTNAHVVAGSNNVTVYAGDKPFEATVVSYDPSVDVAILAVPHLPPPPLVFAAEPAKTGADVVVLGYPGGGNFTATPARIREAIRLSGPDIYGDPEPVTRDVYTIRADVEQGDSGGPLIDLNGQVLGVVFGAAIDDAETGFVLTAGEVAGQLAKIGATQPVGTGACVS
# PriA SSB inh = K. pneumoniae PriA-SSBct interaction inhibition; inhibition, % at 33 µM; 430,000 compounds, 0.6% hits; AlphaScreen SSBct-PriA binding, biotinylated peptide; in the data active = inhibition mostly above about 37%, no sharp cut-off; inactive = mostly below about 20%;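 note: plate controls were negative control peptide for no effect and reference peptide for full effect; strong numbers were not always called active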
# * hit, by the source's call; i = inactive; · = not tested or not shown; & = joins results of further samples. Not all compounds are listed; the hit share may differ from the screen's.
SMILES,3CLpro inhibitor,PrPC surface inh,Y pestis TopoI,TcdB GH inh,MazEF act,VHR inh abs,CCHF vOTU inh,BH1578 lux ind,Rv3671c protease,PriA SSB inh
CC(C)CN(C(=O)C1CCCC1)C1CCS(=O)(=O)C1 (configuration not stated),·,-1,-1,3.4,3,·,-3,i,·,7&-9
O=C(COc1ccc([N+](=O)[O-])cc1)Nc1ccccc1C(=O)NC1CC1,·,-4,13,2.2,-7,·,0,i,1,-2
CCOC(=O)CSc1nnc(Cn2c(=O)sc3ccccc32)n1C,-5,7,6,0.2,-1,25,-7,0.4,0,1&-17
COc1ccc(C(CC(=O)O)NC(=O)COc2ccc(C)cc2)cc1OC (configuration not stated),1,2,-3,·,-3,26,17,-1.1,-3,-2
O=C(c1ccc2c(c1)OCO2)N1CCCc2ccccc21,2,5,-12,·,2,4,0,·,11,-12
C=CCN1C(=O)/C(=C/c2ccsc2)SC1=S,-3,1,5,4.8,8,-42,-6,-0.5,0,-7
Cc1cccc(CSc2nc3sc(C)c(C)c3c(=O)n2Cc2ccco2)c1,0,-3,0,·,2,19,3,·,-2,-18
Cn1c(=O)c2c(=O)cc(NNC(=O)CC#N)[nH]c2n(C)c1=O,-4,5,1,-0.4,33,5,-6,0.0,12,-14
COCCNC(=S)N(CCN(C)C)Cc1cc2cc3c(cc2[nH]c1=O)OCO3,-1,3,-16,-0.1,7,10,-58,i,-5,-9
Cn1cc2c([N+](=O)[O-])cc([N+](=O)[O-])cc2n1,1,-13,·,0.9,·,-17,11,·,·,·
CCOc1ccc(N2CC(C(=O)NCc3ccc4c(c3)OCO4)CC2=O)cc1 (configuration not stated),-1,-3,3,0.9,15,-64,-7,-0.8,-2,-4
CCCCN1C(=N)N([C@@H](C)CN2CCC[C@H]2CN2C(N)=NC[C@H]2C(C)C)C[C@H]1[C@H](C)CC,·,5,2,0.7,9,·,-1,1.0,-2,2
CN(C)S(=O)(=O)c1ccc(NC(=O)N2CCN(c3ccccc3)CC2)cc1,3,-1,-3,·,2,0,13,i,-1,-14
O=C(NC(=S)/C(=C1\CCCCCN1)[N+](=O)[O-])c1ccccc1,·,·,-9,·,1,·,·,0.1,-1,6
Cc1nnc(SCC(=O)Nc2cccc(S(N)(=O)=O)c2)n1-c1ccccc1,2,-7,-6,1.0,8,13,16,-0.2,-1,-9
CC(NC(=O)Nc1ccc2c(c1)OCO2)c1ccncc1 (configuration not stated),0,-5,-3,1.7,2,31,-7,-0.4,-5,-4
C=CCn1c(N2C(=O)CC(Cc3ccccc3)C2=O)nc2ccccc21 (configuration not stated),2,6,1,·,2,-4,4,11,-4,-6
Cc1cc(C)n2nc(C(=O)N/N=C/c3cccc(Cl)c3)nc2n1,-4,2,-2,1.3,5,-4,-3,-0.2,-7,i
Cc1ccc(S(=O)(=O)N2CCN(C(=O)CCC(=O)NC3CCCc4ccccc43)CC2)cc1 (configuration not stated),4,3,16,·,2,11,-7,-0.5,-4,-6
Clc1ccc(Oc2cnns2)c(Cl)c1,4,3,-7,·,0,-5,1,-4.2,-2,-13
O=[N+]([O-])c1cc2c(cc1/C=N\NS(=O)(=O)c1ccccc1)OCO2,0,-18,2,·,-12,-1,-10,i,-3,·
Cc1ccc(-c2csc3ncn(/N=C/N(C)C)c(=O)c23)o1,-3,-4,-4,·,3,10,0,·,5,·
COC(=O)c1nn(-c2cccc(C(F)(F)F)c2)c(=O)cc1Sc1ccccn1,-10,3,-6,·,5,10,2,-0.7,4,-6
Cc1cc(=S)n(-c2ccccc2)n1C,3,-2,-2,·,7,27,4,i,6,-5
O=C(CNC(=O)c1cnccn1)Nc1ccc(F)c(F)c1F,2,6,-5,·,4,-1,14,-11,-2,5

# Looked up one by one from above, four records:
SMILES,3CLpro inhibitor,PrPC surface inh,Y pestis TopoI,TcdB GH inh,MazEF act,VHR inh abs,CCHF vOTU inh,BH1578 lux ind,Rv3671c protease,PriA SSB inh
O=[N+]([O-])c1cc2c(cc1/C=N\NS(=O)(=O)c1ccccc1)OCO2,0,-18,2,·,-12,-1,-10,i,-3,·
Cn1cc2c([N+](=O)[O-])cc([N+](=O)[O-])cc2n1,1,-13,·,0.9,·,-17,11,·,·,·
C=CCN1C(=O)/C(=C/c2ccsc2)SC1=S,-3,1,5,4.8,8,-42,-6,-0.5,0,-7
CC(C)CN(C(=O)C1CCCC1)C1CCS(=O)(=O)C1 (configuration not stated),·,-1,-1,3.4,3,·,-3,i,·,7&-9

# More entries.
SMILES,3CLpro inhibitor,PrPC surface inh,Y pestis TopoI,TcdB GH inh,MazEF act,VHR inh abs,CCHF vOTU inh,BH1578 lux ind,Rv3671c protease,PriA SSB inh
CC(C)N1CCN(Cc2ccc(Oc3ncccn3)cc2)CC1CCO (configuration not stated),1,1,1,-5.3,-4,14,-4,-0.5,5,-1
CCOCc1nnc(NC(=O)CCS(=O)(=O)Cc2ccccc2)s1,3,8,3,0.9,2,6,-10,-3.1,14,-1
CCC(=O)N1CCc2cc(S(=O)(=O)CCC(=O)N3CCN(c4ccc(C(C)=O)cc4)CC3)ccc21,-7,0,-1,0.4,3,-26,11,-0.2,-4,-3
CN1CCN(c2ccc(NC(=O)COc3ccccc3)cc2Cl)CC1,4,-9,-2,-2.1,-11,25,7,i,·,1
O=C(c1cnn2c(C(F)(F)F)cc(-c3ccco3)nc12)N1CCc2ccccc2C1,-6,-10,14,·,5,-10,-14,i,-8,3
COc1ccc(OC)c(NC(=O)CSc2nnc(-c3ccco3)n2-c2ccccc2)c1,-7,3,19,·,2,6,3,-0.3,0,4
Cc1nc2sc(C(c3ccccc3)N3CC(C)OC(C)C3)c(O)n2n1 (configuration not stated),-7,-6,4,·,2,21,8,i,2,-16
CCn1c(CNC(=O)COc2ccc(C(C)C)cc2)nnc1SCC(=O)Nc1ccccc1C(C)C,0,13,27,·,-1,13,9,4.0,-5,3
CCOC(=O)c1c(NC(=O)c2cc(C)on2)c2cc([N+](=O)[O-])ccc2n1C,1,·,·,·,-31,10,·,·,1,0
CC(NC(=O)COC(=O)c1cc(Cl)ccc1O)C1CC2CCC1C2 (configuration not stated),·,-5,-1,0.9,3,·,0,i,-3,-4
CCOC(=O)C1CCCN(C(=O)Cn2sc3nc(C)cc(C)c3c2=O)C1 (configuration not stated),-1,·,5,·,-5,12,·,-0.2,-12,-334
CCOC(=O)CSc1nnc(CNC(=O)c2cccc(C)c2)n1-c1ccccc1OC,-1,-4,8,·,-10,24,15,0.4,4,-10
COc1ccc(-c2ccc3c(c2)O[C@@H](CN(C)C(=O)c2ccccc2F)[C@@H](C)CN([C@@H](C)CO)S3(=O)=O)cc1,·,-3,28,1.6&-0.6&-0.8,1,·,7,-0.4,·,·
O=c1oc2ccccc2c2c1nc(C(F)(F)F)n2-c1ccccc1,5,0,2,·,-3,20,-4,·,-12,-22
Nc1c(Br)cc(Br)c2c1[nH]c(=O)c1ccccc12,·,10,2,0.0,7,·,28,i,·,·
CCc1nc2ccccc2c(=O)n1-c1cccc(OC)c1,3,-4,1,·,0,39,0,i,10,-1
COc1ccc(Cn2cc(C(=O)c3ccccc3)c(=O)c3cc(OC)ccc32)cc1,-5,4,-6,1.5,-2,0,11,-0.3,9,-7
Cc1ccc(C)n1-c1ccncc1,0,5,1,·,4,4,-2,i,-6,-16
CNC(=O)c1ccc(NC(=O)CCNC(=O)Nc2ccccc2)cc1,·,-3,-5,3.4,1,·,-4,i,·,0
CCCCN1C2CCCC1CC(NC(=O)c1cccc(Cl)c1)C2 (configuration not stated),0,-5,-7,-0.2,-16,6,-8,i,-2,7
CN(NC(=O)c1ccco1)c1nc2ccccc2nc1C(F)(F)F,0,-3,1,0.9,3,23,6,-0.6,-2,8
Cc1c(C(=O)Nc2ccc(S(=O)(=O)N(C)C3CCN(C)CC3)cc2)oc2ccccc12,·,-18,-22,4.6,17,·,1,-0.3,-7,8
COc1ccc(NC(=O)C2CCN(S(=O)(=O)c3cn(C)nc3C)CC2)cc1,3,-3,-1,1.2,3,-2,4,2.7,-12,-1
COc1ccc2c(COC(=O)c3n[nH]c4ccccc34)cc(=O)oc2c1,-2,-7,-4,·,-2,15,4,i,-22,4
CSc1ccccc1NC(=O)CSc1nnc(CNC(=O)c2ccccc2F)n1C,-3,6,2,3.0,7,17,-5,-0.2,-6,3
# Going on with the list:
SMILES,3CLpro inhibitor,PrPC surface inh,Y pestis TopoI,TcdB GH inh,MazEF act,VHR inh abs,CCHF vOTU inh,BH1578 lux ind,Rv3671c protease,PriA SSB inh
CCOC(=O)c1c(C)nc2c(c1-c1ccccc1)C(=O)CCC2,-5,-1,-4,·,7,5,1,i,7,-3
COc1cc2c(cc1OC)C(c1ccc(Br)cc1)N(C(=O)c1ccccc1C(=O)O)CC2 (configuration not stated),-1,-14,24,-0.9,-16,13,-1,-0.2,-2,-6
CCc1nnc(N/N=C/c2cccs2)n1N,0,-7,1,·,9,15,89*,-0.4,-49,·
CSc1nsc(SCC(=O)Nc2ccccn2)n1,-9,7,-7,·,7,-9,-4,-0.4,1,-10
CC1CCCCN1S(=O)(=O)c1ccc(-n2cnnn2)cc1 (configuration not stated),-1,0,7,1.4,6,6,1,-0.2,-2,-9
CN1CCN(c2nc(-c3ccc(C(C)(C)C)cc3)nc3ccccc23)CC1,2,1,12,1.7,8,-2,1,-0.7,4,-6
c1ccc(-c2nn3c(Cn4nnc5ccccc54)nnc3s2)cc1,-5,3,9,0.4,4,16,-5,-1.1,-6,-10
O=C(NCCNc1ccc([N+](=O)[O-])cc1)c1cccs1,0,-14,3,1.1,8,27,-10,i,-5,5
O=c1c2ccccc2nnn1COc1ccc(F)cc1Cl,-1,-3,5,-0.5,-1,20,-3,i,-12,-3
CCOC(=O)c1cccc(NC(=O)COc2ccc([N+](=O)[O-])cc2)c1,7,-11,8,·,15,31,8,5.0,-6,-7
O=C(NC1CCCC1)c1ncn[nH]1,-2,4,-5,·,-4,2,-5,-0.2,6,6
Cn1c(=O)[nH]c(=O)c2c1nc(CN1CCN(c3ccc(F)cc3)CC1)n2CCN1CCOCC1,-5,-1,7,0.4,3,5,-4,i,1,-3
CCOc1ccc(CCNC(=O)COC(=O)c2nn(C)c(=O)c3ccccc23)cc1OCC,·,1,14,1.5,6,·,-11,i,5,6
CCCCn1c(SCC(=O)Nc2nnc(C(C)C)s2)nc2c1c(=O)n(C)c(=O)n2C,-1,0,8,·,-1,8,-1,-0.4,-8,-20
COc1ccc(S(=O)(=O)Nc2ccc(NC(C)=O)cc2)cc1Cl,2,-3,5,1.2,6,2,0,i,-4,-14
O=c1cnn(Cc2ccc(F)cc2)c2ccccc12,-2,-26,-3,1.2,12,-14,5,i,-4,4
COc1ccccc1CN1CC(C(=O)NCC2(O)CCCCC2)CCC1=O (configuration not stated),·,-8,-2,-0.8,5,·,-7,-5.9,·,·
Cc1c(C(C)C)c(=O)n(-c2ccc(S(=O)(=O)NC(C)C)cc2)n1C,-2,9,5,-0.3,7,-14,7,i,-1,0
COc1ccc(C(=O)NCC(=O)OCC(=O)N2CCCc3ccccc32)cc1,3,5,-2,-4.9,2,9,14,-0.4,-4,-3
Cc1cc(NS(=O)(=O)c2ccc(NC(=S)NC(=O)c3cccc(S(=O)(=O)N(C)C)c3)cc2)no1,-5,-5,-7,-0.1,6,22,-2,-0.1,0,3
COc1ccc(-c2noc(C(=O)NCc3ccc(F)cc3)n2)cc1OC,2,2,-7,0.4,6,-7,10,-0.4,-5,5
COc1ccc2c(=O)cc(-c3ccccc3)n(C)c2c1,-1,0,6,·,1,-4,13,-0.3,6,-14
CCOC(=O)N1CCN(C(=O)C2CCN(Cc3ccc(O)c(OCC)c3)CC2)CC1,3,-2,-5,0.8,7,26,1,-0.8,8,-6
Cc1ccccc1CN(C)C(C)C(=O)NCc1ccccc1 (configuration not stated),1,6,-3,1.8,-6,14,-11,i,·,-3
O=C(O)C1=C[C@H](c2ccc(F)cc2)C[C@H](OCc2ccc(CO)cc2)O1,·,-1,7,1.2,-2,7,-6,-0.6,5,-4
O=C1c2ccccc2C(=O)N1CC1c2ccccc2CCN1C(=O)C1CCCCC1 (configuration not stated),-5,-13,21,·,1,-25,-10,-6.7,-8,1

# Compound activity from PubChem BioAssay.
